GAA850 FXN act: FXN promoter activators, primary screen, cell-based, luciferase luminescence, HEK293 lucGAA850; activation, % at 6 µM; hit rate 0.56% among 360,000; HEK293 lucGAA850 FXN promoter luciferase reporter, 24 h; percent of 10 µM SAHA response;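 active = activation above the average of all compounds screened plus 3 SD, cutoff fixed separately per campaign, cut at about 7.5% in these data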;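 note: 0% = DMSO wells and 100% = 10 µM SAHA wells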
PLC-beta3 inh: human PLC-beta3 inhibitors, primary screen, biochemical, fluorescence; 1-phosphatidylinositol 4,5-bisphosphate phosphodiesterase beta-3 (Homo sapiens), Q01970; Purified PLC-beta3, fluorogenic substrate; inhibition, % at 12.2 µM; hit rate 0.18% among 370,000; in the data active = inhibition above about 11%;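 note: 0% = median of compound wells on plate and 100% = full blocker control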
Target sequence (Q01970 whole entry, looked up): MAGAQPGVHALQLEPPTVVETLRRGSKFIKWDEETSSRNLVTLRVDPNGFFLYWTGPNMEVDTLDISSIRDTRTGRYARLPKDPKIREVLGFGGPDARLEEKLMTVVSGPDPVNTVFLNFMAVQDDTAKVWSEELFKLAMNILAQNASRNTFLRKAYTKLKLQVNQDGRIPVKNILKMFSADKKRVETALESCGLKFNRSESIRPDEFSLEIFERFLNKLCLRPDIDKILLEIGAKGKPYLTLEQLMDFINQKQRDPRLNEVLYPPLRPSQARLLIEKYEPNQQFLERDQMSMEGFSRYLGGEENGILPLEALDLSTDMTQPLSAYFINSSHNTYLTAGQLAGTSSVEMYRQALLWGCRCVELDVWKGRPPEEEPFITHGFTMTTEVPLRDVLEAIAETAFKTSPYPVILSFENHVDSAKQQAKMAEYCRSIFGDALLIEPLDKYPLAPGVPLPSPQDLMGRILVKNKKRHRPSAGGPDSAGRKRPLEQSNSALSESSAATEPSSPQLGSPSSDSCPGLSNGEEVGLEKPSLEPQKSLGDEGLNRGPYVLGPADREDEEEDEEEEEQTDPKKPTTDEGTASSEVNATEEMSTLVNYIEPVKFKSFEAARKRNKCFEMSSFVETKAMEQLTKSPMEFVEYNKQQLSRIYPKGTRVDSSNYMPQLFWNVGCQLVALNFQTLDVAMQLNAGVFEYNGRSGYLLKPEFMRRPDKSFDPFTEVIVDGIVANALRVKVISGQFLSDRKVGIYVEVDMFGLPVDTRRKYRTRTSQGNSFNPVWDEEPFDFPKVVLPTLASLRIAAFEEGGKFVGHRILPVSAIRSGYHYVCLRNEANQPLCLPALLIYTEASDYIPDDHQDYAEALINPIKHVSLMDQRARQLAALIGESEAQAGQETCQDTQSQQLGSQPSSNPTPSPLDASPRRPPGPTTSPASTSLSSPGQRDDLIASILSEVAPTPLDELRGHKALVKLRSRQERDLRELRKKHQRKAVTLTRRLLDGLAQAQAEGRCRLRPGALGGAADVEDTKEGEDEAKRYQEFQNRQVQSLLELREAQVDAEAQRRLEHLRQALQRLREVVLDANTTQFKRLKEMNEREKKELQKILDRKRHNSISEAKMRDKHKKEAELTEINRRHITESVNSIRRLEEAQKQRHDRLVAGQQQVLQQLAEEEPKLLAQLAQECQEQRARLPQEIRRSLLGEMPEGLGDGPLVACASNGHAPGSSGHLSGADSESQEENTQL
hcDAF-12 act: H. contortus DAF-12 nuclear receptor activators, primary screen, cell-based, luminescence, HEK293, lit1-tk-luc reporter. hit rate 1.4% among 370,000. HEK293 hcDAF-12 lit1-tk-luc reporter; 0% DMSO, 100% Δ7-dafachronic acid. AID 652067, 2013. activation, % at 6.8 µM;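 active = activation above the mean of all tested compounds plus 3 SD, cut at about 5.5% in these data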;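 note: 100% = response to 3 µM Δ7-dafachronic acid high control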
PLC-gamma1 inh: PLC-gamma1 enzyme inhibitors, primary screen, biochemical, fluorescence, purified enzyme; fluorogenic substrate; 1-phosphatidylinositol 4,5-bisphosphate phosphodiesterase gamma-1 (Homo sapiens), P19174; inhibition, % at 12.2 µM; AID 720700, 2013; hit rate 0.84% among 370,000; in the data active = inhibition above about 9.5%
DAX1 inh-1: DAX1 (NR0B1) inhibitors on StAR promoter, primary screen, cell-based, luminescence, SF-1 (NR5A1), full-length DAX-1. inhibition, % at 6.8 µM. AID 652010, 2013. hit rate 1.1% among 370,000. HEK293T StAR-luciferase reporter, SF-1/DAX-1 repression relief;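 active = inhibition above the mean over all tested compounds plus 3 SD, cut at about 3.6% in these data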;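 note: 0% = DAX-1 cells with DMSO and 100% = cells lacking DAX-1 with DMSO; higher inhibition means more luminescence from relief of DAX-1 repression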
DAX1 inh-2: DAX1 (NR0B1) inhibitors, primary screen, cell-based, HEK293, Gal4-DAX1, luciferase luminescence | hit rate 0.99% among 340,000 | inhibition, % at 6.75 µM | AID 504766, 2011 | HEK293 Gal4-DAX1 luciferase reporter;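 active = inhibition above the mean over all tested compounds plus 3 SD, cut at about 4.2% in these data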;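 note: 0% = DAX1-transfected cells with DMSO and 100% = empty-vector control cells with DMSO; inhibition shows as a rise in luminescence from relieved DAX1 repression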
ADAM17 inh: ADAM17 inhibitors, primary screen, biochemical, QFRET | recombinant ADAM17, EDANS/DABCYL FRET peptide cleavage | AID 720648, 2013 | Disintegrin and metalloproteinase domain-containing protein 17 (Homo sapiens), P78536 | inhibition, % at 6.95 µM | hit rate 0.83% among 370,000;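 active = inhibition above the mean of compounds lying between control limits plus 3 SD, set per campaign, cut at about 8.5% in these data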;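 note: 0% = DMSO-only wells as the low control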
ADAM10 inh: human ADAM10 inhibitors, primary screen, biochemical, QFRET, HTS | recombinant ADAM10, EDANS/DABCYL FRET peptide cleavage, 3 h | AID 720582, 2013 | Disintegrin and metalloproteinase domain-containing protein 10 (Homo sapiens), O14672 | hit rate 0.62% among 370,000 | inhibition, % at 7 µM;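 active = inhibition above a per-campaign cutoff equal to the mean of compounds falling between control-based bounds plus 3 SD, cut at about 20% in these data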;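 note: 0% = DMSO wells while the 100% control is not disclosed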
hgDAF12 agonist: H. glycines DAF-12 receptor agonists, primary screen, cell-based, luminescence, HEK293, GAL4 fusion, UAS-luciferase. activation, % at 6.8 µM. HEK293 GAL4-hgDAF12 UAS-luciferase reporter, agonist luminescence; normalized to butyrate control. Nuclear hormone receptor DAF-12 (Heterodera glycines), GAL4 fusion. hit rate 1.8% among 370,000;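 active = activation above a cutoff set at the mean of all screened compounds plus 3 SD, cut at about 10% in these data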;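 note: 0% = DMSO wells and 100% = sodium butyrate wells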
sPLA2-III inh: human group III sPLA2 inhibitors, primary screen, biochemical, QFRET, BODIPY PC-A2 liposome substrate; Group 3 secretory phospholipase A2 (Homo sapiens), Q9NZ20; QFRET BODIPY PC-A2 liposome hydrolysis, fluorescence; inhibition, % at 12.2 µM; hit rate 0.56% among 370,000;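 active = inhibition above mean plus 3 SD of compounds lying within the high and low control bounds, cut at about 19% in these data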;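 note: 0% = median of test compound wells and 100% = no enzyme DMSO wells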
ssDAF12 agonist: S. stercoralis DAF-12 nuclear receptor activators, primary screen, cell-based, luminescence, HEK293, GRIP1 co-expression, lit1-tk-luc; activation, % at 6.8 µM; hit rate 1% among 370,000; Nuclear hormone receptor DAF-12 (Strongyloides stercoralis); HEK293 ssDAF-12/GRIP1 lit1-tk-luc reporter; % of 3 µM dafachronic acid response;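 active = activation above the mean over all tested compounds plus 3 SD, cut at about 0.9% in these data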;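 note: 0% = DMSO-only wells and 100% = 3 µM delta7-dafachronic acid wells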
Numbers without * were called inactive; i = inactive; · = not tested or not shown.

SMILES	GAA850 FXN act	PLC-beta3 inh	hcDAF-12 act	PLC-gamma1 inh	DAX1 inh-1	DAX1 inh-2	ADAM17 inh	ADAM10 inh	hgDAF12 agonist	sPLA2-III inh	ssDAF12 agonist
CC1CCN(S(=O)(=O)c2ccc(S(=O)(=O)N3CCCC3)cc2)CC1	1.1	-4	0.7	3	0.0	-0.4	1	-4	0.2	1	-1.1
CCc1c(C(C)S(=O)(=O)c2ccccc2)[nH]c(=O)n1CC (configuration not stated)	1.2	5	-0.6	2	0.0	-0.6	0	0	0.6	0	-1.6
COc1ccc(S(=O)(=O)N(C)C[C@H]2OCCCC[C@H](C)Oc3ccc(N(C)C)cc3C(=O)N([C@H](C)CO)C[C@@H]2C)cc1	-1.7	-26	-1.1	-28	0.5	-0.2	-1	-6	-3.2	2	-0.7
Cc1ccccc1NC(=S)N(CCN(C)C)C(C)c1ccccn1 (configuration not stated)	0.2	-2	-0.5	-1	-0.2	1.1	-3	-2	2.3	4	-1.3
Cc1ccccc1OCCOC(=O)c1ccc(S(=O)(=O)N2CCCC2)cc1	2.1	-6	-1.5	0	-0.8	0.2	3	8	1.8	-26	-1.4
O=P(c1ccc2c(c1)OCCO2)(N1CCOCC1)N1CCOCC1	-0.3	2	4.5	5	0.1	-0.2	6	7	-0.1	3	-1.1
COc1ccc(CC(=S)N2CCOCC2)cc1OC	-0.5	2	-1.5	0	-0.1	-0.1	-4	-9	-0.2	-2	-0.8
COc1ccc(O)c(-c2cc(-c3ccc(F)cc3)n[nH]2)c1	4.5	2	7.6*	-2	1.2	2.1	2	9	8.9	-16	1.0*
CCN(CC)S(=O)(=O)c1cccc(C(=O)N[C@H](C(=O)NNC(=O)c2ccccc2)C(C)C)c1	0.5	-3	1.1	1	0.0	0.6	-2	2	0.5	-9	-1.4
CCCCCOC(=O)C1=C(C)NC(=O)NC1c1ccccc1OCC (configuration not stated)	0.6	-1	-2.3	2	-1.3	-1.3	0	-2	-2.0	-9	-1.4
CCc1cc(=O)oc2c3c(cc(OCC(=O)Nc4cccnc4)c12)OC(C)(C)CC3	-3.8	-79	-0.4	-60	0.9	1.1	-77	-297	-0.2	2	-1.4
Cc1cccc(C(=O)Nc2sc3c(c2C#N)CCCCC3)c1	3.9	-2	3.2	0	2.2	2.6	-1	-1	15*	-2	-0.4
Nc1ccn([C@@H]2O[C@H](C(=O)Nc3cc(C(F)(F)F)cc(C(F)(F)F)c3)[C@@H](O)[C@H]2O)c(=O)n1	·	4	-1.8	7	0.1	·	5	8	-2.0	-4	-1.3
COC(=O)c1sc(S(=O)(=O)NCC(=O)O)c(C(=O)OC)c1C	1.6	-6	-1.1	-2	-0.2	1.0	-7	-2	1.5	-1	-1.3
O=C(COC(=O)C1CC2CCCC(C1)C2=O)Nc1nc(-c2ccc(F)c(F)c2)cs1 (configuration not stated)	1.7	1	1.6	3	-0.7	0.7	2	5	-1.1	0	-1.0
O=C(NCCCNC(=O)c1ccc(Cl)cc1Cl)c1ccccn1	-2.0	1	1.5	4	0.3	-0.7	3	1	7.4	3	-0.9
COc1ccc(-c2cc3nc(-c4ccccc4)cc(N4CCC5(CC4)OCCO5)n3n2)cc1	1.7	-258	3.8	-184	1.6	-0.1	-42	-96	-1.0	-3	-1.2
Cc1oc(-c2ccccc2F)nc1CS(=O)(=O)CC(=O)NC1CCCC(C)C1C (configuration not stated)	1.3	-7	-0.9	-3	-1.2	0.4	1	6	-1.6	-18	-1.2
FC(F)(F)c1ccc(-c2n[nH]c(=S)o2)nc1	-1.0	-20	-2.4	-11	-0.2	0.9	-2	2	2.6	2	-1.0
CC1CCCC/C1=N\NC(=S)Nc1cccnc1 (configuration not stated)	0.1	-16	-1.8	-13	0.2	-0.2	-3	-3	3.2	-2	-1.0
CCOC(=O)C1CCN(C(=O)CSc2ccccc2)CC1	1.5	4	-0.5	2	0.2	1.1	0	8	-0.9	8	-1.4
CC(C)NC(=O)NC(=O)COC(=O)Cc1ccsc1	1.6	-2	1.3	1	0.6	-0.2	-5	-2	3.6	6	-0.8
CSc1ccc(C(=O)N2CCc3ccc(NC(=O)c4ccccn4)cc3C2)cc1	4.0	-8	-0.1	0	1.3	-0.2	1	5	3.2	-12	-1.4
CC(C)n1cc(CN2CCC(n3nccc3NC(=O)CCCc3ccccc3)CC2)cn1	-0.2	-8	-2.0	0	0.4	-0.5	1	-7	1.5	-2	-1.5
O=C(c1ccncc1)N1CCN(C(=O)c2cccc3ccccc23)CC1	0.9	0	-1.5	0	0.2	0.7	-3	1	-1.4	9	-0.6
C=CCn1c(SCC(=O)Nc2ncc(Cc3cc(Cl)ccc3Cl)s2)nnc1-c1ccncc1	-1.0	2	0.3	0	-0.1	-0.9	-1	2	-0.9	0	-0.9
Cc1cccc(C)c1NC(=O)COC(=O)c1ccccc1O	0.0	-6	-1.3	-1	0.0	1.6	-4	-7	-2.1	2	-1.4
COc1ccccc1S(=O)(=O)Nc1cccc(S(=O)(=O)N2CCCC2)c1	0.7	4	-0.6	-1	-0.4	0.2	1	-2	0.2	-2	-1.5
CCc1cccc(C)c1NC(=O)COC(=O)CC1CCCC1	-2.2	-3	-0.8	0	1.4	0.4	1	-3	-0.3	-5	-0.8
Cc1ccc(SCCOCCN2CCc3ccccc3C2)cc1	2.1	0	2.0	0	-0.2	0.3	-2	-7	-0.8	-2	-0.9

Structures above printed as active in hcDAF-12 act.
SMILES	GAA850 FXN act	PLC-beta3 inh	hcDAF-12 act	PLC-gamma1 inh	DAX1 inh-1	DAX1 inh-2	ADAM17 inh	ADAM10 inh	sPLA2-III inh	ssDAF12 agonist
COc1ccc(O)c(-c2cc(-c3ccc(F)cc3)n[nH]2)c1	4.5	2	7.6*	-2	1.2	2.1	2	9	-16	1.0*

(further entries)
SMILES	GAA850 FXN act	PLC-beta3 inh	hcDAF-12 act	PLC-gamma1 inh	DAX1 inh-1	DAX1 inh-2	ADAM17 inh	ADAM10 inh	hgDAF12 agonist	sPLA2-III inh	ssDAF12 agonist
C=C(C)Cn1c(Sc2nc3ccccc3[nH]2)nc2c1c(=O)[nH]c(=O)n2C	-1.3	0	-1.0	0	0.1	0.2	-10	2	-1.5	5	-1.1
CC(C)(C)NC(=O)C(c1ccccc1)N(C(=O)CNC(=O)c1cccs1)c1cccnc1 (configuration not stated)	0.1	-1	-1.1	3	-0.1	0.0	-2	0	1.5	0	-1.0
CCC(=O)Nc1ccc(NC(=O)CN2CCCC(C)C2)c(Cl)c1 (configuration not stated)	1.3	-4	-1.9	-2	0.3	-1.1	-2	-6	0.5	-2	-1.4
Cc1cccc(OCc2occc2C(=O)Nc2cccc(-n3cnnn3)c2)c1	1.1	-9	-3.6	1	-0.1	0.2	6	11	-1.6	-25	-1.2
COc1ccccc1OCCn1nc2ccccc2c1OC	·	-3	-1.1	-1	-0.2	·	-5	-25	-2.1	5	-0.8
COCCNc1nc(NCc2ccccc2F)c2sccc2n1	0.5	-3	-3.8	4	-3.7	·	-5	-33	-4.2	5	-2.4
Cc1sc2nc(CC(=O)N3CCCC3)[nH]c(=O)c2c1C	1.6	-7	0.8	1	-0.5	2.3	-4	-8	-2.2	-20	-1.1
O=C(Cc1ccc(NC(=O)C2CCCN(C(=O)C3CCCCC3)C2)cc1)Nc1cccc(C(=O)N2CCCC2)c1 (configuration not stated)	-1.2	-2	-2.8	-2	-0.9	-2.0	-4	-17	3.0	0	-0.9
CCc1cccc2c(C(=O)CCl)c[nH]c12	8.2*	-4	1.7	3	-1.5	0.3	-5	-3	-1.6	19	-1.6
Nc1c(Cl)cc(C2=NCCn3c2c2ccc(C(F)(F)F)cc2[n+]3[O-])cc1Cl	4.9	-32	3.9	-16	0.1	-0.1	-8	-17	-0.3	-4	-0.3
CCc1ccc(C(C(=O)NC(C)(C)CC)N(Cc2ccco2)C(=O)Cn2nnc3ccccc32)cc1 (configuration not stated)	-0.2	5	-1.9	0	-0.1	1.3	0	-1	0.2	-12	-1.4
CC1=NN(C(=O)Cn2nc([N+](=O)[O-])c(Br)c2C)C(O)(C(F)(F)F)C1 (configuration not stated)	1.8	-3	-0.9	0	-0.4	1.2	1	-1	-1.1	-9	-0.9
CCC(C)c1ccccc1NC(=O)CN(CC)CC(=O)Nc1ccc2c(c1)OCCO2 (configuration not stated)	0.0	-9	-0.1	2	-2.9	-0.7	-2	-3	-2.2	-12	-1.1
CCC(=O)N1CCc2cc(Br)cc(S(=O)(=O)N(C)c3ccc(OC)cc3OC)c21	-0.2	0	-2.8	6	-1.2	-0.2	10*	16	-1.6	-10	-1.9
O=c1[nH]c(CN(CCO)CCO)nc2c1C1(CCCCC1)Cc1ccccc1-2	-0.1	-1	1.1	1	-0.7	0.1	0	5	-2.8	-3	-1.2
CC(C)(C)CN1C(=O)C(=O)NC[C@@H]1CCCCN	-1.5	3	-2.4	2	-0.2	0.1	-7	0	-1.0	-2	-1.3
COc1cccc2c(=O)c3ccccc3oc12	6.4	i	0.1	-414	1.1	4.5*	-91	-303	5.2	0	-0.8
Cc1ccc(S(=O)(=O)CCC(=O)OCc2nnc(-c3ccccc3)o2)cc1	-0.4	1	1.5	0	-0.1	-1.6	-4	-4	-2.3	-9	-1.1
CCN(CC)C(=O)COc1ccc(/C(C)=N/Nc2ncc(Cl)cc2Cl)cc1	0.9	-13	5.3	-3	1.2	1.5	-4	-5	10.0	9	-0.9
CSc1ccccc1OCc1cc(C(=O)NCCC2CCCCO2)no1 (configuration not stated)	2.9	-9	0.2	-4	0.1	0.1	-1	-1	4.4	-3	-1.1
CC(=O)c1c(N2CCN(C)CC2)nc(=S)n(-c2cc(C)ccc2C)c1C	2.0	-1	-1.6	0	-0.6	-1.1	-3	-5	-2.1	-2	0.3
CN(C(=O)c1cccc(NC(=O)Cc2ccc(NC(=O)C3CCCN(C(=O)C4CC4)C3)cc2)c1)C1CCC1 (configuration not stated)	0.7	0	-0.6	5	-0.1	-0.7	4	-2	-2.0	-3	-1.1

Screening results as filed in PubChem.
